TLR4 MyD88 blk – inhibitors of human TLR4-MyD88 binding | 16,000 tested, 0.06% active | inhibition, % at 10 µM | Cell-based TLR4-MyD88 binding inhibition assay | AID 811 | O00206; in the data active = inhibition above about 45%
S1P1 agonist – activates the human S1P1 receptor | 16,000 tested, 1.5% active | P21453 | AID 1044 | activation, % at 4.5 µM | S1P1 agonist cell-based reporter assay; in the data active = activation above about 80%
Luminol counter – quenches luminol chemiluminescence in Nox1 counter-screen; 16,000 tested, 0.4% active; inhibition, % at 6.7 µM; HRP/luminol/H2O2 chemiluminescence counterscreen; also: reference of the scale not given here
Nox1 inhibitor – inhibitors of human NADPH oxidase 1 (Nox1). HT29 cells, luminol chemiluminescence ROS. inhibition, % at 6.7 µM. 16,000 tested, 0.81% active
OPRK1 antag MB – blocks the human kappa opioid receptor, Maybridge compounds; 16,000 tested, 0.4% active; OPRK1 cells, antagonist mode, fluorescence readout; inhibition, % at 9 µM; AID 652031; P41145; in the data active = inhibition above about 50%
Target sequence (P41145 whole entry, looked up): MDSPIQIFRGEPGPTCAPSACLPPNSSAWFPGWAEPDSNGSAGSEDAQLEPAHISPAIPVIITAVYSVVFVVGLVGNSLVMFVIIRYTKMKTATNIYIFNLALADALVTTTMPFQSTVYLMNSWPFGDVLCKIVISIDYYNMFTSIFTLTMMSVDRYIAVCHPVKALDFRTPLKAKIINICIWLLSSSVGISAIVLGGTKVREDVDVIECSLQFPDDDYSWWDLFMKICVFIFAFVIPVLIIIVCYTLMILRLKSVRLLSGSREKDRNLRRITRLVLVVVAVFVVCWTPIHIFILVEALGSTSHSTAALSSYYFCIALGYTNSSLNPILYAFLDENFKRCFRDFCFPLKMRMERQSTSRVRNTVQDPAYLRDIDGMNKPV
NOTCH ag – NOTCH pathway agonism; NOTCH signaling luciferase reporter cells, luminescence; 15,000 tested, 0.4% active; activation, % at 2.5 µM; in the data active = activation above about 2.2%
PME-1 Maybr inh – PME-1 (human) inhibition, Maybridge primary screen; 16,000 tested, 0.5% active; AID 2291; Q9Y570; recombinant PME-1, FP-Rh probe fluorescence polarization; inhibition, % at 9 µM; in the data active = inhibition above about 30%
Target sequence (Q9Y570 whole entry, looked up): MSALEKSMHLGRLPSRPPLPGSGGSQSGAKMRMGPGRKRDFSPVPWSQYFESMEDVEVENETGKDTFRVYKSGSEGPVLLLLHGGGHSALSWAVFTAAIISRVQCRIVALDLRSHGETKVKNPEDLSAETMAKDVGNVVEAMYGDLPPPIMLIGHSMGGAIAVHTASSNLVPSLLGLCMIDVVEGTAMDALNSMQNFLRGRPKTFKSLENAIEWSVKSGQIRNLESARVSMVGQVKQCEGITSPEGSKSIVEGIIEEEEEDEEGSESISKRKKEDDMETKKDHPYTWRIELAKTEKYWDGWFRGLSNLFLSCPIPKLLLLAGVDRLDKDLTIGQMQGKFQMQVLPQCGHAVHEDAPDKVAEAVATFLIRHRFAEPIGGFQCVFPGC
rat GALR2 ag – activates the rat galanin receptor 2; AID 833; 16,000 tested, 0.5% active; activation, % at 10 µM; cell-based GALR2 agonist screen; in the data active = activation above about 15%
* marks the source's active call; other numbers are inactive results; x = not tested or not shown. Rule as the data show it, unless noted: active = inhibition above about 75%; inactive = the rest.

Fields – TLR4 MyD88 blk | S1P1 agonist | Luminol counter | Nox1 inhibitor | OPRK1 antag MB | NOTCH ag | PME-1 Maybr inh | rat GALR2 ag
#1 CC1(C)OC[C@@H]([C@H](O)[C@H](O)[C@H]2COC(C)(C)O2)O1
 : x | 1 | -1 | -11 | -2 | 0.3 | 0 | -6
#2 O=C(Nc1cccc(Cl)c1)Nc1cccc(Cl)c1
 : 1 | 22 | -4 | 21 | 0 | -0.9 | -57 | -12
#3 COc1ccc(C2C(C#N)=C(C)NC(C)=C2C#N)cc1
 : 1 | -11 | 5 | -50 | -17 | 0.6 | -1 | 0
#4 O=C(CSC(=S)N1CCSCC1)c1ccc(Cl)cc1
 : 14 | 4 | 5 | -63 | 13 | -0.4 | -1 | -10
#5 O=C(CNC(=O)c1ccc(Cl)cc1)c1ccc(Cl)cc1
 : 6 | 11 | -6 | -10 | -12 | -0.7 | 3 | -7
#6 CC(=O)c1ccc(NC(=O)CSCC(=O)O)cc1
 : -6 | -3 | -5 | 12 | 11 | 0.8 | 7 | -5
#7 O=C1c2ccccc2S(=O)(=O)N1CC1CC1
 : -3 | -15 | 3 | -33 | 10 | -0.4 | 0 | -9
#8 Cc1c(CC(=O)NN)sc2ccc(Cl)cc12
 : -1 | 23 | 15 | 20 | 19 | 0.6 | 9 | -2
#9 O=c1c(Cl)c(Oc2cccc(C(F)(F)F)c2)cnn1-c1ccccc1
 : -4 | 24 | -5 | 9 | 7 | -0.8 | 9 | -5
#10 N/C(=N\OC(=O)c1cccs1)c1nccnc1Oc1cccc(C(F)(F)F)c1
 : -8 | 4 | -7 | -24 | -23 | -0.7 | 1 | -2
#11 CC(=O)Cn1cc(Cl)c(=O)c(Cl)c1
 : 7 | 0 | 2 | -29 | -12 | 1.2 | 3 | -4
#12 N#C/C(N)=C(/C#N)N=Cc1cccs1
 : -2 | -6 | 0 | -22 | -5 | -0.2 | 4 | -1
#13 CNC(=S)N1CCOC1c1ccc([N+](=O)[O-])s1 (stereo unspecified)
 : 13 | 1 | 1 | -105 | 18 | -0.3 | 2 | -5
#14 C/C(=N\O)c1cc(Cl)cc(Cl)c1O
 : 9 | -5 | 2 | -27 | 14 | -0.7 | 6 | -4
#15 CS(=O)(=NC(=O)c1cc2ccccc2o1)c1ccc(Cl)cc1 (stereo unspecified)
 : 5 | 11 | -3 | 3 | 10 | 0.2 | 5 | -8
#16 Cc1c(Cc2ccc(F)cc2)c(=O)oc2cc(OC(=O)c3ccco3)ccc12
 : -1 | 0 | -8 | -5 | 21 | -1.1 | 3 | -2
#17 Cc1nn(-c2ccccc2)nc1C(=O)ON1C(=O)C2C3C=CC(O3)C2C1=O (stereo unspecified)
 : 14 | 4 | 0 | -48 | -1 | 0.1 | 2 | -5
#18 C/C(O)=C(/N=Nc1ccccc1)C(=O)OCc1ccccc1
 : -4 | 27 | 2 | -12 | 8 | -0.4 | 2 | -8
#19 CCOC(=O)/C(C#N)=C/Nc1ccccc1Oc1ccc(Cl)cc1Cl
 : -1 | -2 | -1 | -9 | -9 | -0.5 | 1 | 0
#20 Cc1ccc(CSc2nc(C(=O)C(F)(F)F)c3ccccn23)cc1
 : -17 | -26 | -2 | -30 | -54 | -0.6 | 4 | -1

Taken from above.
#7 in S1P1 agonist reads -15
#1 in Nox1 inhibitor reads -11
#18 in OPRK1 antag MB reads 8
#19 in PME-1 Maybr inh reads 1
#5 in rat GALR2 ag reads -7

Arranged by heavy-atom count (rising): part of the list above
Fields – TLR4 MyD88 blk | S1P1 agonist | Luminol counter | Nox1 inhibitor | OPRK1 antag MB | NOTCH ag | PME-1 Maybr inh | rat GALR2 ag
#8 Cc1c(CC(=O)NN)sc2ccc(Cl)cc12
 : -1 | 23 | 15 | 20 | 19 | 0.6 | 9 | -2
#6 CC(=O)c1ccc(NC(=O)CSCC(=O)O)cc1
 : -6 | -3 | -5 | 12 | 11 | 0.8 | 7 | -5
#9 O=c1c(Cl)c(Oc2cccc(C(F)(F)F)c2)cnn1-c1ccccc1
 : -4 | 24 | -5 | 9 | 7 | -0.8 | 9 | -5
#17 Cc1nn(-c2ccccc2)nc1C(=O)ON1C(=O)C2C3C=CC(O3)C2C1=O (stereo unspecified)
 : 14 | 4 | 0 | -48 | -1 | 0.1 | 2 | -5

Next entries.
Fields – TLR4 MyD88 blk | S1P1 agonist | Luminol counter | Nox1 inhibitor | OPRK1 antag MB | NOTCH ag | PME-1 Maybr inh | rat GALR2 ag
#21 CSc1nsc(SC)c1C(=O)Nc1cc(C(F)(F)F)cc(C(F)(F)F)c1
 : -6 | -8 | 1 | -44 | -4 | -0.7 | 0 | -5
#22 Cc1noc(-c2ccccc2)c1NC(=O)NCC1COc2ccccc2O1 (stereo unspecified)
 : -1 | 9 | 1 | -53 | -3 | -0.7 | 2 | -8
#23 COc1ccc(C(=O)CSc2n[nH]c(=O)n2-c2ccccc2)cc1
 : -4 | -13 | -2 | -10 | -14 | x | 2 | -8
#24 COC(=O)C1CN(Cc2ccccc2)CCC1=O (stereo unspecified)
 : 0 | 17 | 5 | -83 | 13 | -0.1 | 5 | -1
#25 COC(=O)c1nn(-c2ccc(OC)cc2)c(=O)c2c(N)sc(C)c12
 : -6 | 0 | 1 | -3 | -2 | 0.3 | 3 | -3
#26 CSc1nc(=O)c2cccnc2n1-c1ccc(C)cc1
 : 4 | -4 | -2 | -11 | 8 | 0.8 | 1 | -6
#27 Cc1nc(C(F)(F)F)ccc1C#N
 : -14 | -9 | -6 | 21 | -9 | x | 4 | -5
#28 O=C(CCn1c(=O)oc2ccccc21)NNC(=O)c1ccc(Cl)cc1
 : -10 | -32 | 3 | -45 | -1 | 0.0 | -4 | -1
#29 CCc1ccc(-n2nnnc2/C(=C/N(C)C)C(C)=O)cc1
 : -4 | -10 | -1 | -15 | 4 | 0.1 | 3 | -8
#30 CSC(=NCc1cccnc1)NC#N
 : 12 | 0 | -1 | -1 | -14 | 0.1 | 0 | -8
#31 O=C(Nc1ccccc1SCCS(=O)(=O)c1ccc(Cl)cc1)c1ccccc1Cl
 : -2 | -13 | -1 | -45 | 7 | x | 4 | -7
#32 O=C(COC(=O)c1ccco1)c1ccc(Cl)cc1
 : -13 | 0 | -6 | -5 | -6 | -0.5 | 2 | -7
#33 Cc1cc(S(=O)(=O)Cc2ccc(NC(=O)C(Cl)(Cl)Cl)cc2)c(C)cc1Cl
 : -4 | 5 | 1 | -15 | -17 | -0.3 | -2 | 16*
#34 CC(OC(=O)c1cccc(Cl)c1)c1ccc[n+](C)c1 (stereo unspecified)
 : 5 | -9 | 1 | -47 | 2 | -0.5 | -2 | -5
#35 O=C(CSc1nc2ccccc2o1)NCCSCc1ccco1
 : -7 | -1 | -1 | -22 | 0 | 0.3 | -5 | -6
#36 CC(C)(C)S(=O)(=O)/C(C#N)=C/c1ccsc1
 : -9 | -9 | -5 | 20 | 19 | 0.3 | 8 | -3
#37 O=S1(=O)CCC(NS(=O)(=O)c2ccc3c(c2)CCO3)C1 (stereo unspecified)
 : 8 | 0 | 2 | -34 | 6 | -1.1 | -2 | -7
#38 CC(O)c1nc2ccccc2[nH]1 (stereo unspecified)
 : 5 | -27 | -2 | 14 | 5 | -0.7 | 2 | -7
#39 OC[C@@H](O)C(O)[C@H](O)CO
 : 7 | -1 | 14 | -38 | 7 | -0.2 | -1 | -3
#40 Cc1c(O)c2cnn(-c3ccccc3)c2[nH]c1=O
 : 2 | 9 | 67 | 8 | 23 | -0.3 | 3 | -1

Compound profiles, from the list above. Screens in order: TLR4 MyD88 blk | S1P1 agonist | Luminol counter | Nox1 inhibitor | OPRK1 antag MB | NOTCH ag | PME-1 Maybr inh | rat GALR2 ag
O=C(CCn1c(=O)oc2ccccc21)NNC(=O)c1ccc(Cl)cc1 is listed as -10 | -32 | 3 | -45 | -1 | 0.0 | -4 | -1
OC[C@@H](O)C(O)[C@H](O)CO is listed as 7 | -1 | 14 | -38 | 7 | -0.2 | -1 | -3
Cc1c(O)c2cnn(-c3ccccc3)c2[nH]c1=O is listed as 2 | 9 | 67 | 8 | 23 | -0.3 | 3 | -1

(next part)
Fields – TLR4 MyD88 blk | S1P1 agonist | Luminol counter | Nox1 inhibitor | OPRK1 antag MB | NOTCH ag | PME-1 Maybr inh | rat GALR2 ag
#41 S=c1[nH]nc(-c2ccc(Cl)cc2)n1/N=C/c1cccnc1
 : -17 | -6 | 7 | -10 | -11 | 0.2 | 1 | 2
#42 O=C(O)COc1cccc2ccccc12
 : -13 | -13 | -1 | -16 | 26 | 0.3 | -2 | -4
#43 CCOC(=O)NNC(=S)Nc1ccccc1N1CCOCC1
 : -9 | -13 | 98* | -16 | -14 | 1.3 | 4 | -4
#44 OC(CNCCc1cccs1)COc1ccccc1 (stereo unspecified)
 : 6 | 2 | -5 | 16 | 9 | -0.3 | 9 | -3
#45 CC1=Cn2c(=O)c3ccccc3c(=O)n2C1
 : 19 | 12 | 3 | -34 | 17 | -0.2 | -1 | -1
#46 O=C(Oc1ccccc1)c1ccc(CS(=O)(=O)c2ccc(C(F)(F)F)cn2)o1
 : -12 | 1 | -7 | 3 | -24 | -0.2 | 4 | -6
#47 O=C(CN1C(=O)c2ccccc2C1=O)NCc1csc(-c2cccs2)n1
 : 11 | 2 | 3 | -19 | -10 | x | -4 | -3
#48 CCOCCOC(=O)C(C)Oc1ccc(Oc2ncc(Cl)cc2Cl)cc1 (stereo unspecified)
 : -3 | -12 | -4 | 5 | 6 | -0.3 | 4 | -7
#49 O=C(O)c1nccnc1C(=O)OCCCc1ccncc1
 : -3 | -10 | 2 | -5 | 25 | -0.2 | -1 | -6
#50 COc1ccc(NC(=O)c2cc(Cl)cc(Cl)c2)c([N+](=O)[O-])c1
 : 13 | 21 | 0 | 8 | 24 | -0.3 | 2 | 1
#51 CSC(=S)NNC(=O)c1ccc(C(F)(F)F)cc1
 : 17 | 23 | 51 | -2 | 4 | -0.3 | 4 | -6
#52 O=S(=O)(Oc1cccnc1)c1cccc2nonc12
 : x | -3 | -2 | -11 | 7 | -0.1 | 1 | -7
#53 COc1cc(CCc2cc(OC)c(C)cc2OC)c(OC)cc1C
 : -2 | -2 | 1 | -53 | -2 | -0.2 | 3 | -1
#54 COC(=O)c1sccc1OC(=O)c1cc2ccccc2oc1=O
 : -3 | -15 | 13 | -14 | 6 | 0.3 | 3 | -5
#55 Cc1ccc(/C(O)=C/C(=O)C(=O)NNC(=O)c2cc(C)nc3ccccc23)cc1
 : 9 | 3 | -1 | 43 | 15 | -0.1 | 7 | -5
#56 N[C@@H](CCCCNC(=O)OCc1ccccc1Cl)C(=O)O
 : 4 | -20 | 2 | -19 | -27 | 0.3 | 1 | -9
#57 FC(F)(F)c1cc(-c2ccccn2)n[nH]1
 : 4 | -19 | 1 | -43 | 1 | -1.2 | -4 | -7
#58 N#Cc1nccnc1N1CCN(C(=O)Nc2ccc(OC(F)(F)F)cc2)CC1
 : 2 | 26 | -5 | -12 | 13 | -0.7 | 7 | -6
#59 O=S(=O)(OC(Cc1ccccc1)C(F)(F)F)c1cc(C(F)(F)F)cc(C(F)(F)F)c1 (stereo unspecified)
 : 4 | 3 | 1 | -15 | 2 | x | 2 | -7
#60 CC(C)(C)/C=N/NC(=O)C1CC1
 : 4 | -3 | 2 | -55 | 13 | -0.7 | -2 | -9
#61 O=c1[nH]/c(=C/c2ccc(OC(F)(F)F)cc2)c(=O)[nH]/c1=C/c1ccc(OC(F)(F)F)cc1
 : 3 | -18 | 0 | -29 | 0 | -0.8 | -1 | -7

Among those listed so far, 2 have a nitro group on carbon:
Fields – TLR4 MyD88 blk | S1P1 agonist | Luminol counter | Nox1 inhibitor | OPRK1 antag MB | NOTCH ag | PME-1 Maybr inh | rat GALR2 ag
#13 CNC(=S)N1CCOC1c1ccc([N+](=O)[O-])s1 (stereo unspecified)
 : 13 | 1 | 1 | -105 | 18 | -0.3 | 2 | -5
#50 COc1ccc(NC(=O)c2cc(Cl)cc(Cl)c2)c([N+](=O)[O-])c1
 : 13 | 21 | 0 | 8 | 24 | -0.3 | 2 | 1
